Screening data: PubChem, several laboratories
m-calpain inh = inhibitors of pig calpain II, primary screen, biochemical, fluorogenic peptide substrate, 1536-well; purified calpain II, 30 min; inhibition, % at 16 µM; 220,000 tested, 0.37% active;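 active means inhibition above about 50%, limit read from the data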
PERK inhibitor = block of dimerizer-induced PERK translation repression, primary screen, PERK inhibitor project, CHO PERK-DD cells, SEAP luminescence, HTS; Eukaryotic translation initiation factor 2-alpha kinase 3 (Homo sapiens), Q9NZJ5; CHO PERK-DD fusion, SEAP luminescence translation reporter; inhibition, % at 5.6 µM; 220,000 tested, 0.17% active; AID 1416, 2008;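 active means inhibition above the mean inhibition of all tested compounds plus 3 SD, set separately per screening campaign, cut at about 2.9% in these data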;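 further: PERK kinase domain activated by AP20187 dimerizer at 100 nM; 0% = DMSO with dimerizer and 100% = rapamycin at 8.4 µM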
KLK5 inh = human KLK5 protease inhibitors, primary screen, biochemical, 1536-well; Kallikrein-5 (Homo sapiens), Q9Y337; recombinant hK5, fluorogenic AMC substrate cleavage; inhibition, % at 5 µM; 210,000 tested, 0.59% active; AID 873, 2007;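 active means inhibition of 40% or more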;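 further: 0% = enzyme controls without compound and 100% = no-enzyme blanks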
Target sequence (Q9Y337 67-293 limits assumed): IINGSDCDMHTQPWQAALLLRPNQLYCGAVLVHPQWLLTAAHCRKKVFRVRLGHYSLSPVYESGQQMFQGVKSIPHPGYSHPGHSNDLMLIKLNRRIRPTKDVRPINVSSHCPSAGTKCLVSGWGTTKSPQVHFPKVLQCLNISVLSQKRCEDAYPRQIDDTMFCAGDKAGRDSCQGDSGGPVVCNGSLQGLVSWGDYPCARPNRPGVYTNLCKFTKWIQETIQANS
Thrombin inh = human alpha-thrombin inhibitors, primary screen, counter-screen for coagulation protease inhibitor project, biochemical, 1536-well, fluorogenic AMC substrate. Prothrombin (Homo sapiens), P00734. Boc-VPR-AMC fluorogenic substrate cleavage. inhibition, % at 5 µM. 220,000 tested, 0.26% active. AID 1046, 2008;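 active means inhibition at or above 40%; inactive means inhibition below 40%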;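 further: 0% = enzyme with no compound and 100% = wells without enzyme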
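System: Human alpha-thrombin protein | Medium: pH 7.5 Tris (50 mM) with NaCl 150 mM, Tween 20 0.05% | Times: Enzyme reaction carried out at room temperature | Detection: AMC fluorescence, 355/460 nm | Evaluation: Percent inhibition scaled between no-compound controls and no-enzyme blanks | Benchmarks: Enzyme without compound as high, wells lacking enzyme as low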
FXIa inh 1536 = human FXIa protease inhibitors, primary screen, biochemical, 1536-well | Coagulation factor XI (Homo sapiens), P03951 | purified FXIa, Boc-Glu-Ala-Arg-AMC fluorogenic substrate | inhibition, % at 5 µM | 220,000 tested, 0.14% active;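 active means inhibition of at least 40%; inactive means inhibition below 40%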;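 further: fluorescence of freed AMC excited at 355 nm; 0% = enzyme without compound and 100% = no enzyme blank; many of its hits are not listed in these tables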
KCC2 mod = KCC2 cotransporter modulators, thallium flux, primary screen, cell-based, HEK293 KCC2, FluoZin-2 fluorescence, MLSMR; KCC2 cells, thallium flux FluoZin-2 fluorescence; B-score of Tl+ flux slope (higher = more flux/activation; lower = inhibition) at 10 µM; 190,000 tested, 2.2% active;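 active means thallium flux slope and its plate-corrected score both differing from the plate sample mean at a set confidence after two filtering rounds, in either direction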;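 further: slope of fluorescence scaled to starting intensity during 10 to 20 s after thallium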
Furin inhibitor = human furin inhibitors, primary screen, biochemical, fluorescence intensity. 220,000 tested, 0.061% active. purified furin, fluorogenic substrate cleavage. P09958. inhibition, % at 30 µM; in the data active means inhibition above about 25%; further: inactives centre near -15
Target sequence (P09958 108-714 limits assumed): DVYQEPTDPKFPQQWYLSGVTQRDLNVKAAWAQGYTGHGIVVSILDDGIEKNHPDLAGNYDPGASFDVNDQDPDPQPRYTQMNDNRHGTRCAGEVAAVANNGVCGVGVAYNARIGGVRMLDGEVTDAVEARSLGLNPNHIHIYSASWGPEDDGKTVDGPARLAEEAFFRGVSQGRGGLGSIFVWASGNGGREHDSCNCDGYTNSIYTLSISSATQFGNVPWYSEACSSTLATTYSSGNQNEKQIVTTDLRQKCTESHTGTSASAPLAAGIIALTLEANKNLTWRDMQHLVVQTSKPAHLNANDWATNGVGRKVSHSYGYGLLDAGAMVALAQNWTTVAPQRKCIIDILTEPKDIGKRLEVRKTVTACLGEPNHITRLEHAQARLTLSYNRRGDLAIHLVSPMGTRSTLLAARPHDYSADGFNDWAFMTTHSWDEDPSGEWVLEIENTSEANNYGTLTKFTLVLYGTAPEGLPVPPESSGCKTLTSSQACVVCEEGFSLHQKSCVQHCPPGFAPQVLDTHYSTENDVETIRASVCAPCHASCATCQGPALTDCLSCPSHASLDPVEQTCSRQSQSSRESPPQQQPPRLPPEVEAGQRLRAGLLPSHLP
FXIIa inh = human FXIIa protease inhibitors, primary screen, biochemical, 1536-well | Coagulation factor XII (Homo sapiens), P00748 | 220,000 tested, 0.3% active | purified FXIIa, Boc-QGR-AMC fluorogenic substrate, 2 h | inhibition, % at 5 µM; in the data active means inhibition above about 40%;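 further: 0% = enzyme with no compound and 100% = blank without enzyme; many of its hits are not listed in these tables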
Rad51 HR inh = human RAD51 strand exchange inhibitors, primary screen, biochemical, fluorescence. DNA repair protein RAD51 homolog 1 (Homo sapiens), Q06609. hRad51 DNA strand exchange, fluorescence dequenching. inhibition, % at 10 µM. 200,000 tested, 0.085% active. AID 1385, 2008;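 active means inhibition above 40% at the single screening dose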;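 further: 0% = DMSO control wells and 100% = blanks with heterologous ssDNA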
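Assay system: Human Rad51 nucleoprotein filaments preassembled on unlabelled ssDNA | Reagent: Donor/quencher-labelled 47-bp dsDNA substrate | Doses: One concentration, 10 µM final | Times: 37 °C 15-min filament assembly, 30-min compound preincubation, 15-min exchange | Technique: Fluorescein emission 520 nm, excitation 485 nm | Benchmarks: Plate control and blank wells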
* hit, by the source's call; i = inactive; / = no result given; [ ] = another dose, or the depositor's remark. An excerpt; count on the stated rates, not on these rows.

SMILES | m-calpain inh | PERK inhibitor | KLK5 inh | Thrombin inh | FXIa inh 1536 | KCC2 mod | Furin inhibitor | FXIIa inh | Rad51 HR inh
CC(C)c1nnc(NC(=O)CC(=O)Nc2ccccc2C(=O)O)s1 | 24 | 0.4 | -10 | 1 | 2 | -0.58 | -23 | 18 | -3
CCN1CC=C2C(C#N)=C(N)C(C#N)(C#N)[C@H](c3ccoc3)[C@H]2C1 | -76 | 1.2 | -16 | -2 | 4 | 0.34 | -15[20 µM] | 13 | -43
O=C(CSc1ccc(-c2ccncc2)nn1)c1ccccc1 | 28 | -0.5 | 0 | -10 | 2 | -1.7 | -3 | 11 | -6
CCOC(=O)c1csc(NC(=O)CSc2nnc(C3CC3)n2C)n1 | -10 | 0.0 | -7 | -1 | -2 | 0.15 | -23 | 0 | 6
CCn1c2ccccc2c2nnc(SCC(=O)c3c(N)n(C)c(=O)n(C)c3=O)nc21 | -44 | -0.1 | -3 | -6 | -5 | 0.83 | -28 | / | -5
Cc1ccc(-n2[nH]c(C)c(C=Nc3ccc(S(=O)(=O)Nc4nc(C)cc(C)n4)cc3)c2=O)c(C)c1 | 25 | 0.8 | -7 | -2 | 5 | -0.061 | -8 | 0 | -2
CC1(C)CNc2cc(N)ccc2S1 | -26 | -0.6 | -4 | -8 | -4 | 1.6 | -17 | 7 | 5
CCc1ccc(-c2cn3nc(C)c(C)nc3n2)cc1 | i | 0.1 | -130 | -2 | -4 | -1.1 | -27 | -5 | -3
CSc1nnc2c3cc(C)ccc3n(Cc3ccccc3)c2n1 | 34 | 0.1 | -24 | -3 | -1 | -0.058 | -10 | 3 | /
Cc1cc(C)nc(NC(=O)/C=C/c2ccccc2Cl)c1 | -8 | -0.5 | -2 | 16 | -8 | 0.057 | -3 | -6 | -5
CCOP(=O)(OCC)c1nc(-c2ccc(Cl)cc2)oc1NCc1ccccc1 | -287 | 0.1 | 0 | -10 | -2 | -1.4 | -50 | 3 | 5
O=C(c1ccncc1)c1ccc(Br)cc1 | -7 | 1.7 | -15 | 10 | 7 | 1.3 | -14[20 µM] | 12 | -5
Cc1ccccc1OCC(=O)Nc1cccc(NC(=O)c2ccco2)c1 | 10 | -0.9 | 4 | 4 | 0 | / | -16 | 15 | -8
O=C(CCn1c(=O)oc2ccccc21)N(Cc1ccccc1)c1ccccc1 | 13 | 0.1 | 2 | -2 | 1 | -1 | -16 | 6 | -1
O=C1NN=C(c2ccccc2)CC1c1c[nH]c2ccccc12 (stereo not drawn) | 22 | -0.8 | 25 | 6 | 12 | -1.5 | -13 | 20 | -7
Cc1ccc(OCCc2csc(N)n2)cc1 | -14 | 0.4 | -3 | -5 | -6 | -0.65 | -22 | 1 | 7
Cc1ccc2ncnc(Nc3cccc(C(=O)O)c3)c2c1 | -7 | 0.9 | / | -4 | -4 | 0.94 | -13 | 3 | 16
COc1ccccc1-c1noc(-c2ccccc2C(=O)NCc2ccco2)n1 | 24 | 0.6 | -19 | 1 | -5 | -0.01 | -14 | -5 | -2
O=c1cc(NCCO)c2ccccc2o1 | -1 | -0.5 | 2 | -1 | 3 | -0.38 | -21[20 µM] | 10 | -5
CCc1ccccc1NC(=S)NCc1ccc2c(c1)OCO2 | 6 | -0.2 | 0 | 1 | 2 | -0.87 | 7[20 µM] | 8 | -5

Of the compounds above, 2 contain a COOH group:
SMILES | m-calpain inh | PERK inhibitor | KLK5 inh | Thrombin inh | FXIa inh 1536 | KCC2 mod | Furin inhibitor | FXIIa inh | Rad51 HR inh
CC(C)c1nnc(NC(=O)CC(=O)Nc2ccccc2C(=O)O)s1 | 24 | 0.4 | -10 | 1 | 2 | -0.58 | -23 | 18 | -3
Cc1ccc2ncnc(Nc3cccc(C(=O)O)c3)c2c1 | -7 | 0.9 | / | -4 | -4 | 0.94 | -13 | 3 | 16

More compounds
SMILES | m-calpain inh | PERK inhibitor | KLK5 inh | Thrombin inh | FXIa inh 1536 | KCC2 mod | Furin inhibitor | FXIIa inh | Rad51 HR inh
C/C(=N/NC(=O)c1cc(-c2cccc([N+](=O)[O-])c2)n[nH]1)c1cccc(O)c1 | -6 | 1.7 | -5 | -5 | 6 | -0.091 | -18 | 5 | 19
Cn1c(CNC(=O)c2ccc(Cl)cc2)nnc1SCC(=O)Nc1sc2c(c1C#N)CCCC2 | 10 | -0.2 | 6 | -13 | 1 | / | -17[20 µM] | -8 | -3
O=S(=O)(c1ccc(Cl)cc1)N1CCN(Cc2c[nH]c3ccccc23)CC1 | 1 | -0.3 | -20 | 0 | -17 | 0.11 | -11[20 µM] | 0 | -5
O=C(NNS(=O)(=O)c1ccc(F)cc1)c1cnccn1 | -22 | -0.1 | -5 | -8 | -4 | 0.97 | -22 | 5 | -5
CCCN1C(=O)C(Cc2nc3ccccc3c(=O)n2-c2ccccc2)c2ccccc21 (stereo not drawn) | 24 | -1.4 | -8 | -4 | 5 | -0.14 | 0 | 8 | 1
Cc1nnc2n(-c3ccccc3)c(=O)c3c4c(sc3n12)CCCC4 | 33 | -0.8 | 6 | -2 | 1 | -0.8 | -6 | 6 | /
COC(=O)c1ccc(N=Cc2c(-c3ccccc3)[nH][nH]c2=O)cc1 | 16 | 0.3 | -5 | -3 | -4 | 0.69 | -6 | 5 | 1
CCSC1=NCCN1C(=O)c1c(-c2ccccc2Cl)noc1C | -9 | 1.6 | -4 | -9 | -3 | 0.51 | -27 | 2 | -6
Cc1cc(C(=O)CSc2nc3ccccc3c(=O)[nH]2)c(C)n1CC1CCCO1 (stereo not drawn) | -20 | 1.0 | -1 | -12 | -3 | -1.7 | -9 | 1 | 10
CCC(C)NC(=O)C1CCCN(S(=O)(=O)c2ccc(-n3cnnn3)cc2)C1 (stereo not drawn) | -25 | 0.5 | -2 | 0 | 4 | / | -20[20 µM] | -1 | -2
CCOc1ccc(N/C(SC)=C(/C#N)C(N)=O)cc1 | -21 | -0.7 | -8 | 1 | 3 | / | 7 | 11 | -2
O=C(Cc1cscn1)c1ccc(O)cc1O | 24 | 2.1 | -13 | -8 | -1 | / | -10 | 21 | /
COc1cccc(NC(=O)CCN2CCN(c3ccccc3F)CC2)c1 | -15 | -1.9 | -10 | 1 | 2 | / | -11[20 µM] | 15 | 3
Cc1cc(C(=O)CN2CCCC2)c(C)n1-c1ccc(Cl)cc1 | -29 | -0.6 | 15 | 0 | -2 | -0.35 | -24 | 12 | -8
Cc1noc(C)c1COc1ccc(C(=O)OCC(N)=O)cc1 | -21 | 0.2 | -3 | -9 | -5 | 0.85 | -19 | -1 | 2
CCOc1ccc(C2=C/C(=C/c3cccnc3)C(=O)O2)cc1 | -43 | 0.0 | 5 | 1 | -2 | / | -23[20 µM] | -3 | -21
O=C(CSc1nc(-c2ccc(F)cc2)cc(C(F)(F)F)n1)NCc1ccco1 | 17 | 0.4 | -6 | -5 | 14 | / | -21[20 µM] | 5 | -4
N#CC(C(=O)c1ccccc1)=C1SCCS1 | 6 | 1.0 | -5 | -7 | -3 | 0.64 | 1 | 2 | -10
O=C(Nc1ccccc1)N1CCSc2cc(Cl)ccc21 | 2 | 3.1* | 4 | -1 | 4 | 1.6 | -9[20 µM] | 12 | -9
CCCc1nc2sc3c(c2c(=O)n1N)CCC3 | 15 | -1.1 | -10 | -4 | -10 | / | -10[20 µM] | -4 | /
Cc1ccc(NC2=C(Cl)C(=O)c3ccccc3C2=O)cc1 | 18 | 0.2 | 6 | -6 | -7 | -0.16 | 8 | 1 | -7
COc1ccccc1-c1nnc2sc(-c3cnccn3)nn12 | -3 | 0.2 | 9 | 9 | 4 | -0.21 | -16[20 µM] | 14 | 3
Cc1noc(C)c1CN1C(=O)NC2(CCCCCCC2)C1=O | 10 | -0.9 | -18 | -11 | -11 | -0.61 | -15[20 µM] | 1 | 3
O=C(N/N=C/c1cccc([N+](=O)[O-])c1)c1ccc(Br)cc1 | -41 | 0.5 | 2 | 6 | -2 | -0.016 | -34 | 9 | 21
Oc1c(Cl)cc(Cl)cc1CNn1cnnc1 | -26 | 0.3 | -5 | -12 | -5 | 0.87 | -16 | 6 | 6
CCOC(=O)NC(c1ccc(C(C)C)cc1)C(Cl)(Cl)Cl (stereo not drawn) | 16 | -0.1 | -14 | -14 | 0 | -0.94 | 0 | 0 | -25
CCOc1ccccc1Nc1nnc(SCC(=O)Nc2cc(C)on2)s1 | -3 | 0.9 | -4 | -3 | -1 | -0.51 | -24 | 8 | 0
COc1ccc2nc(NC(=O)c3ccccc3-c3ccccc3C(=O)O)sc2c1 | 0 | -1.1 | -1 | 2 | 3 | -0.25 | -24 | 10 | 9
CCCc1nc2ccccc2c(=O)n1-c1c(C)n(C)n(-c2ccccc2)c1=O | 21 | 0.4 | -5 | -1 | -6 | 0.58 | -29[20 µM] | 10 | 3
CCCN(CCC)CC(=O)Nc1cccc2c1OCO2 | 21 | -0.6 | -3 | 2 | -4 | 0.38 | -7[20 µM] | 13 | -10
COc1cccc(/C=N/Nc2nc3ccccc3n3cnnc23)c1 | -7 | 1.0 | -4 | 3 | 6 | -1.3 | -1 | 11 | /
Cc1ccc(F)c(NC(=O)C2CCCCC2C(=O)O)c1 (stereo not drawn) | -12 | 1.6 | 5 | 3 | 4 | / | -24 | 15 | 2
CCOC(=O)C1CCCN(C(=O)c2ccc(Cl)c(S(=O)(=O)N3CCCCC3)c2)C1 (stereo not drawn) | 5 | 0.2 | -4 | -2 | -2 | / | -20 | 5 | -3
CC(NC(=O)Cn1nc(-c2ccccc2)c2ccccc2c1=O)c1ccccc1 (stereo not drawn) | 18 | -0.7 | 4 | 0 | 5 | -0.36 | -29[20 µM] | 11 | -2
CC1(c2ccc(OCC#N)cc2)C=C(c2ccc(OCC#N)cc2)n2nc(C(F)(F)F)nc2N1 (stereo not drawn) | 2 | -0.2 | -18 | -10 | 9 | 0.32 | -17 | 6 | 3
O=C(Nc1ccc(N2CCN(Cc3ccccc3Cl)CC2)cc1)c1cccnc1 | -34 | -0.3 | -8 | -5 | -5 | / | -16[20 µM] | 0 | 9
COC(=O)C1C(=O)C2=C(CC1C)NC(=O)CC2c1ccccc1 (stereo not drawn) | -22 | 1.2 | 3 | -8 | -1 | -0.12 | -26[20 µM] | 2 | -2
COc1ccc(NC(=O)CC(c2ccc(F)cc2)c2ccc(OC)cc2)cc1 (stereo not drawn) | 22 | -0.3 | 3 | -8 | -4 | -0.027 | -19 | 2 | -2
CC(C)(C)Nc1c([N+](=O)[O-])c(=O)sc2ccccc12 | 14 | -0.6 | -10 | -3 | 3 | 0.035 | -4 | 8 | -17
C=C1CC(C(=O)N/N=C/c2ccccc2)C1 | -1 | 1.2 | -9 | -1 | 9 | 0.24 | -24 | 13 | 7
